PTHR1 ag: activates the human parathyroid hormone receptor PTHR1; Q03431; HEK293 GP2 PTHR1 cells, GloSensor cAMP luminescence, 1 h; Potency, µM (series often up to 115 µM), without a hit: top-dose activation, actives largely listed as activators; 0.075% of 410,000 active; further: potency means the concentration at half of the fitted maximal effect; nearly all actives have a fitted effect of over 55% in size; some results filed as inactive show a strong effect at the top dose; inactives centre near -15; many of its hits are not listed in these tables
Target sequence (Q03431 whole entry, looked up): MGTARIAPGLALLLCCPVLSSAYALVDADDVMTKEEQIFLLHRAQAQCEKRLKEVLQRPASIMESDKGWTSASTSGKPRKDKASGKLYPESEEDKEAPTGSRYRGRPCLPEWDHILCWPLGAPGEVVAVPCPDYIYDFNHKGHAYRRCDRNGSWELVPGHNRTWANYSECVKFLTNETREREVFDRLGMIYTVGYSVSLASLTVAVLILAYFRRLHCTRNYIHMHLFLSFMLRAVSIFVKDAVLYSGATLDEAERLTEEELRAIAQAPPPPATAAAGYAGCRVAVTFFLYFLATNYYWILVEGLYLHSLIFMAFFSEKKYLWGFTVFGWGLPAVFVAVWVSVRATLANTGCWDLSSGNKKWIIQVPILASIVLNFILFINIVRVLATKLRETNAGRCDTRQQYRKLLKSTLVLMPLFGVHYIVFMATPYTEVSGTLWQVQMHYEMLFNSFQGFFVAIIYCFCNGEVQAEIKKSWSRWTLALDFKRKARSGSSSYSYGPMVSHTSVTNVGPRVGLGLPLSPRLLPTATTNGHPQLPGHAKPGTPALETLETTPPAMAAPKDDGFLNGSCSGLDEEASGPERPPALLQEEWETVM
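HEK-293-derived GP2 cells expressing PTHR1 and a GloSensor cAMP reporter, 3,000/well, plated overnight, given luciferin plus IBMX (each 0.5 mM as added) for 1 h at 37 °C, then compound for 1 h at 37 °C. Luminescence was read after 15 min at room temperature.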
GLP1R cytotox: cytotoxic in the GLP-1 receptor inverse agonist counter-screen | HEK293 cAMP-luciferase reporter cells, luminescence, 24 h | Potency, µM (series often up to 38.3 µM), without a hit: top-dose activity change, negative = inhibition, usual class: inhibitors | 0.13% of 410,000 active | AID 624418;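 further: loss of luciferase light is scored as toxicity; potency means the concentration at half of the fitted maximal effect; on the % scale 0 is the no-effect control and ±100 the full control effect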
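Cells in DMEM/10% Nu serum/1% pen-strep, 1536-well format. Pre-incubated 12 h, dosed with 23 nL compound, incubated a further 24 h. Luciferase detection, 12 min at room temp, luminescence.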
IL-2 act: IL-2 activation; IL-2 activation reporter assay, cell-based qHTS; stimulated with anti-CD3/CD4/CD28 beads; in transgenic mouse T cells; activation, % (series mostly up to about 46 µM); 0.065% of 360,000 active; in the data active means activation above about 50%; inconclusive means mostly about 30% to 49%; further: 0% is about no effect
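Unstimulated transgenic mouse T cells; 60-min compound exposure; bead-based TCR/CD4/CD28 stimulation; 18 h culture, 37 degrees C; dual fluorescence (EGFP, DsRed) plate cytometry.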
PLK1 PBD block: blocks phosphopeptide binding to human PLK1 polo-box domain; Plk1 PBD binding of FITC phosphopeptide, fluorescence polarization; 2.8% of 360,000 active; P53350; AID 720504; Potency, µM, without a hit: max response, negative = inhibition, hits mostly inhibitors; further: potency means the concentration at half of the fitted maximal effect; series mostly up to about 57 µM; on the % scale 0 is the no-effect control and ±100 the full control effect; nearly all actives have a fitted effect of over 65% in size
EPAC1 agonist: EPAC1 (human) agonism. AID 720707. EPAC1 agonist qHTS, biochemical assay; response scale: 100% = response to 6.5 mM cAMP. O95398. 0.073% of 360,000 active. Potency, µM (doses to about 154 µM), inactives show at the top dose activation, usual class: activators; further: potency means the concentration at half of the fitted maximal effect; nearly all actives have a fitted effect of over 60% in size
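EPAC1 100 nM, Rap1B–BODIPY-GDP 250 nM, unlabeled GDP 50 uM; compound titration; 5 min RT; kinetic read ex480/em540 at 5-min intervals ×30 min; data normalized to 6.5 mM cAMP agonist control.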
PI5P4K alpha inh: PI5P4K alpha (human) kinase inhibition | P48426 | PI5P4Kalpha enzyme, ADP-Glo luminescence, 60 min; hits give low values | max response, % | 1.2% of 330,000 active; active means max response of -50% or lower; inconclusive means between -30% and -50%; inactive means -30% or higher; further: value at the top dose of about 77 µM; on the % scale 0 is the no-effect control and ±100 the full control effect
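Quantitative HTS of the MLSMR library against PI5P4Kalpha with substrate. ATP added last at 5 microM final; room temperature, 60 minutes. Remaining ATP depleted, ADP converted and read as luminescence.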
EPAC1 antag: EPAC1 (human) antagonism | O95398 | EPAC1 GEF assay, Rap1b-BODIPY-GDP exchange fluorescence | Potency, µM (doses to about 115 µM), for the others: top-dose activity change, negative = inhibition, most hits filed as inhibitors | 0.14% of 360,000 active | AID 720709;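 further: potency means the concentration at half of the fitted maximal effect; plate controls were vehicle for no effect and positive control for full effect; nearly all actives have a fitted effect of over 50% in size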
GLP1R inv ag: acts as inverse agonist at human GLP-1 receptor; P43220; HEK293 GLP-1R CRE-luciferase, luminescence, 24 h; GLP-1R form is constitutively active; Potency, µM (top dose mostly 38.3 µM), for the others: at the highest dose activity change, negative = inhibition, most hits filed as inhibitors; 1.6% of 410,000 active; AID 624417; further: potency means the concentration at half of the fitted maximal effect; on the % scale 0 is the no-effect control and ±100 the full control effect; nearly all actives have a fitted effect of over 55% in size
Target sequence (P43220 whole entry, looked up): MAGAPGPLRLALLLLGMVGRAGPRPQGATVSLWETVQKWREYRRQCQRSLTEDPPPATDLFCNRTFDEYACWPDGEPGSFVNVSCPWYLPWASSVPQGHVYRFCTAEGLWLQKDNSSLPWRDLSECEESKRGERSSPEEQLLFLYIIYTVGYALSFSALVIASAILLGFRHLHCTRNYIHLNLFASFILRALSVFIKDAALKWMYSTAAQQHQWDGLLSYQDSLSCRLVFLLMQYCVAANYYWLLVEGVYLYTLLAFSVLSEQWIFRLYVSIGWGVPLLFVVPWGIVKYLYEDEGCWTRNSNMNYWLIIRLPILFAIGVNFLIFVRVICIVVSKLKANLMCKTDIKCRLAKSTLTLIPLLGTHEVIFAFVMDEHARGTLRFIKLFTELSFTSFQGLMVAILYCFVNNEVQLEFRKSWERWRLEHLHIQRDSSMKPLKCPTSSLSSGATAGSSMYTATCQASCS
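HEK293 cells stably co-expressing a cAMP-responsive luciferase reporter and constitutively active GLP-1R were seeded, incubated 12 h, then exposed to compounds for 24 h at 37 C. Luminescence was read 12 min after detection reagent; inverse agonists lower signal.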
GLP1R ag: GLP-1 receptor (human) agonism | AID 624172 | HEK293 GLP-1R CRE-luciferase, luminescence, 4-6 h; cells express a hypersensitive GLP-1R form | 0.007% of 380,000 active | Potency, µM (titrated, usually from 45.6 µM), inactives show at the top dose activation, usual class: activators | P43220; further: potency means the concentration at half of the fitted maximal effect; % of control where 0% means no effect
Numbers without * were called inactive; i = inactive; ? = inconclusive; . = no result given; [ ] = dose if it differs, or a comment. Unless noted, the call rests on the fitted dose curve; in most records, active means well fitted curve in the direction sought with a large enough effect; inconclusive means small, poorly fitted or top-dose-only effect, or another doubt; inactive means no such curve, though single readings can be large; an effect the other way counts as inactive or inconclusive. An excerpt (hit frequency here may not be typical).

No. | mol | PTHR1 ag | GLP1R cytotox | IL-2 act | PLK1 PBD block | EPAC1 agonist | PI5P4K alpha inh | EPAC1 antag | GLP1R inv ag | GLP1R ag
1 | O=S(=O)(NN=Cc1ccc(O)cc1O)c1cc(Cl)c(Cl)cc1Cl | -44%[inhibitor] | 17% | 0.8 | -29% | 1% | -1 | -6% | 8% | 0%
2 | CCOc1cc(-c2noc(CCCC(N)=O)n2)cc(Br)c1OC | i | -1% | 0.0 | 1% | 1% | -3 | -1% | 6% | 3%
3 | Nc1nc(-c2ccccn2)nc(N)c1Cc1ccc(Cl)cc1Cl | -17% | ? | -0.5 | -13% | 3% | 0 | -14% | ? | 20%
4 | O=C(NCCN1CCCCC1)c1ccc(=O)oc1 | 10%[57.5 µM] | 3% | -2.0 | -3% | -2% | . | -12% | 8% | -1%
5 | Nc1nc(NCc2ccco2)nc(N2CCCCCC2)c1[N+](=O)[O-] | -28% | 0%[1.53 µM] | -0.1 | 2% | 8% | 3 | 24% | ? | 16%
6 | COc1ccc(OC)c(CN2CCN(C(=O)CNC(=O)c3ccccc3F)CC2)c1 | -10% | 0% | 0.4 | 0% | -5% | 2 | -1% | -26% | 13%
7 | Cc1nn(Cc2ccccc2)c(C)c1NC(=O)CSc1nc2c(c(C(F)(F)F)n1)CCc1ccccc1-2 | -4% | -9% | 0.5 | -1% | -5% | 0 | -13% | -16% | 19%
8 | C=C(C)CC(Nc1ccc(OC)cc1)c1ccco1 (stereo not drawn) | -4% | -2% | 0.7 | -2% | 2% | 1 | -9% | 8% | 1%
9 | COc1cc2c(cc1OC)C(c1ccccc1O)NCC2 (stereo not drawn) | i | 2% | 1.7 | 2% | -9% | 3 | 0% | 15% | 10%
10 | COc1ccc(S(=O)(=O)Nc2cc3c4c(c2)CC(=O)N4CCC3)cc1 | -17% | 3% | -0.4 | -8% | 9% | -10 | 1% | 14% | 15%
11 | O=C(CSc1nnc(CCc2ccccc2)n1-c1ccc(Cl)cc1)NCc1ccccc1 | -1% | ? | 0.0 | 3% | 9% | 8 | -13% | ? | -4%
12 | COc1cccc(NC(=O)COc2ccccc2C(N)=O)c1 | -18%[57.5 µM] | -12% | 2.3 | -3% | 3% | 5 | -2% | -7% | -13%
13 | C[C@@H]1CN([C@@H](C)CO)C(=O)c2cc(Br)cnc2O[C@H]1CN(C)Cc1ccc(-c2ccccc2)cc1 | -10% | -15% | -2.6 | 0% | -14% | 4 | 3% | ? | 2%
14 | CN(C)CCCNC(=O)c1ccccn1 | i | -3% | -2.6 | -8% | 5% | . | -6% | 7% | -4%
15 | O=C(CSc1nccn1-c1cccc(Cl)c1)NO | -24% | 3% | -2.0 | -14% | 5% | 2 | -16% | 9% | 5%
16 | O=C1c2cnc3nc(SCc4ccc(Cl)cc4)nn3c2CC2c3ccccc3CCN12 (stereo not drawn) | 0% | 6% | -1.9 | 0% | -5% | -1 | 4% | 6% | -5%
17 | O=C(CCl)Nc1cccc2ncccc12 | i | ? | -0.2 | -1% | 15% | 12 | -2% | -26% | -11%
18 | CCOC(=O)C1=CCN(S(=O)(=O)c2ccccc2Cl)C1c1cccc(Cl)c1 (stereo not drawn) | -7% | -4% | -0.4 | 3% | 6% | 16 | -4% | ? | 15%
19 | CCCCN1C(=O)C(=O)NC[C@H]1Cc1cccc2ccccc12 | -10% | -8% | 0.5 | -17% | -2% | -21 | -29% | 4% | 5%
20 | CC1(C)Oc2ccc3ccc(=O)oc3c2-c2cn[nH]c21 | ? | -19% | -0.6 | 3% | -1% | 5 | 20% | 59%[activator] | 7%

10 compounds from above, sorted by length of the SMILES, falling:
No. | mol | PTHR1 ag | GLP1R cytotox | IL-2 act | PLK1 PBD block | EPAC1 agonist | PI5P4K alpha inh | EPAC1 antag | GLP1R inv ag | GLP1R ag
11 | O=C(CSc1nnc(CCc2ccccc2)n1-c1ccc(Cl)cc1)NCc1ccccc1 | -1% | ? | 0.0 | 3% | 9% | 8 | -13% | ? | -4%
6 | COc1ccc(OC)c(CN2CCN(C(=O)CNC(=O)c3ccccc3F)CC2)c1 | -10% | 0% | 0.4 | 0% | -5% | 2 | -1% | -26% | 13%
10 | COc1ccc(S(=O)(=O)Nc2cc3c4c(c2)CC(=O)N4CCC3)cc1 | -17% | 3% | -0.4 | -8% | 9% | -10 | 1% | 14% | 15%
1 | O=S(=O)(NN=Cc1ccc(O)cc1O)c1cc(Cl)c(Cl)cc1Cl | -44%[inhibitor] | 17% | 0.8 | -29% | 1% | -1 | -6% | 8% | 0%
3 | Nc1nc(-c2ccccn2)nc(N)c1Cc1ccc(Cl)cc1Cl | -17% | ? | -0.5 | -13% | 3% | 0 | -14% | ? | 20%
12 | COc1cccc(NC(=O)COc2ccccc2C(N)=O)c1 | -18%[57.5 µM] | -12% | 2.3 | -3% | 3% | 5 | -2% | -7% | -13%
9 | COc1cc2c(cc1OC)C(c1ccccc1O)NCC2 (stereo not drawn) | i | 2% | 1.7 | 2% | -9% | 3 | 0% | 15% | 10%
8 | C=C(C)CC(Nc1ccc(OC)cc1)c1ccco1 (stereo not drawn) | -4% | -2% | 0.7 | -2% | 2% | 1 | -9% | 8% | 1%
4 | O=C(NCCN1CCCCC1)c1ccc(=O)oc1 | 10%[57.5 µM] | 3% | -2.0 | -3% | -2% | . | -12% | 8% | -1%
14 | CN(C)CCCNC(=O)c1ccccn1 | i | -3% | -2.6 | -8% | 5% | . | -6% | 7% | -4%

Next section
No. | mol | PTHR1 ag | GLP1R cytotox | IL-2 act | PLK1 PBD block | EPAC1 agonist | PI5P4K alpha inh | EPAC1 antag | GLP1R inv ag | GLP1R ag
21 | CCOC(=O)[C@@H]1CSCCS(=O)(=O)N1Cc1ccccc1Br | -39%[inhibitor] | 16% | -0.6 | -6% | -8% | -5 | -21% | -10% | -2%
22 | O=C(Nc1ccccc1O)c1cc(S(=O)(=O)N2CCOCC2)c(Cl)cc1Cl | ? | -15% | -2.8 | -11% | 0% | . | -13% | 0% | 0%
23 | C=CCNc1nc(Cl)nc(Nc2ccc(OCC)cc2)n1 | i | 3% | 2.1 | -1% | 10% | 8 | -20% | 15% | 17%
24 | O=C(COC(=O)/C=C/c1cccc([N+](=O)[O-])c1)NCc1ccco1 | i | 1% | -0.6 | -2% | 8% | ? | 1% | 4% | 4%
25 | Cc1cc(OC(=O)c2ccc(S(=O)(=O)N3CCCCC3)cc2)c([N+](=O)[O-])c(=O)[nH]1 | i | -5% | -1.6 | -10% | -10% | -13 | -4% | 4% | -3%
26 | C/C=C/CSc1nc2c(c(=O)[nH]c(=O)n2C)n1C(C)C | -14% | 2% | -2.1 | -16% | 5% | . | 2% | 0% | 8%
27 | Cc1ccc(F)cc1NC(=O)CSCc1nc2sc(C)c(C)c2c(=O)[nH]1 | -5% | -6% | -1.2 | ? | 9% | -11 | 9% | -24% | -4%
28 | COc1cccc(OCc2cc(C(=O)NCc3cnc4ccccn34)no2)c1 | -29% | 4% | -1.2 | 1% | -3% | 2 | -1% | -8% | 5%
29 | COc1cccc(C(=O)Nc2cccc(-c3ccc(N4CCOCC4)nn3)c2)c1OC | i | -25% | -1.1 | -11% | 14% | 3 | ? | ? | 13%
30 | CC(=O)NC(CCS(C)(=O)=O)C(=O)Nc1cc(Cl)ccc1Cl (stereo not drawn) | i | 4% | -0.3 | -12% | 8% | 0 | 6% | -1% | 2%
31 | CCC(=O)N1c2ccc(S(=O)(=O)CCC(=O)N3CCN(c4ccc(F)cc4)CC3)cc2CC1C (stereo not drawn) | -29% | -3% | . | . | . | . | . | -18% | 0%
32 | Nc1c(C(=O)NCc2ccc3c(c2)OCO3)c2nc3ccccc3nc2n1CCCN1CCOCC1 | ? | 179%[activator] | -2.8 | -2% | 18% | . | -11% | 0% | -4%
33 | CSc1nnc2n(C)c3c(c(=O)n12)C1(CCCC1)Cc1ccccc1-3 | i | 15% | -0.9 | -11% | 8% | . | 2% | 0% | -3%
34 | COc1cccc(CNc2cccc(C(F)(F)F)c2)c1O | -15% | -15% | -1.3 | 7% | 6% | 11 | -2% | ? | 0%
35 | O=c1ccc2ccccc2n1Cc1cccc(F)c1 | -13% | -15% | 0.6 | -6% | -2% | -4 | 5% | 5% | 13%
36 | COC(=O)c1ccc(NC(=O)CCN2CCN(CCC(=O)Nc3ccc(C(=O)OC)cc3)CC2)cc1 | -2%[57.5 µM] | -15% | 0.7 | -7% | -1% | 0 | 0% | 22% | -4%
37 | Cc1ccc(NC(=O)CSc2nc(N)cc(N)n2)cc1S(=O)(=O)N1CCOCC1 | 7% | -3% | -1.9 | -25% | 4% | -12 | 22% | 36%[activator] | 10%
38 | CCOC(=O)c1c(-c2ccc(OC)cc2)oc2cc(Br)c(O)cc12 | -6% | -7% | -0.4 | -9% | 13% | 0 | -11% | -6% | 19%
39 | CC12CCC(=O)N1C(C(=O)NNC(=O)c1cccc(Cl)c1)CS2 (stereo not drawn) | i | 3% | 1.7 | -6% | -1% | 3 | -3% | 11% | 2%
40 | O=C(NC1CCCC1)C(c1ccccc1)n1c(-c2cccs2)nc2ccccc21 (stereo not drawn) | -12% | -9% | -0.3 | -1% | -1% | -6 | -5% | ? | .
41 | CN1CCN(c2nc3ccccn3c(=O)c2/C=C(\C#N)S(=O)(=O)c2ccccc2)CC1 | i | 63%[activator] | -0.6 | 4% | 0% | 2 | 4% | 6% | 8%
42 | CCOC(=O)C1(C)CCN1C(=O)c1cccc(Cl)c1 (stereo not drawn) | -28% | 4% | 0.8 | -6% | -7% | -19 | -23% | -21% | -6%

Screening results from PubChem BioAssay.
